# High-throughput results as filed in PubChem.
# TAAR1 ag: human TAAR1 agonism. Q96RJ0. CHO RD-HGA16 TAAR1, Fluo-8 calcium fluorescence; vehicle wells 0%, saturating PEA agonist 100%. activation, % at 3 µM. 0.99% of 360,000 active;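 active means activation above the mean activation of all test compounds in the run plus 3 SD, cut at about 38% in these data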
# Target sequence (Q96RJ0 whole entry, looked up): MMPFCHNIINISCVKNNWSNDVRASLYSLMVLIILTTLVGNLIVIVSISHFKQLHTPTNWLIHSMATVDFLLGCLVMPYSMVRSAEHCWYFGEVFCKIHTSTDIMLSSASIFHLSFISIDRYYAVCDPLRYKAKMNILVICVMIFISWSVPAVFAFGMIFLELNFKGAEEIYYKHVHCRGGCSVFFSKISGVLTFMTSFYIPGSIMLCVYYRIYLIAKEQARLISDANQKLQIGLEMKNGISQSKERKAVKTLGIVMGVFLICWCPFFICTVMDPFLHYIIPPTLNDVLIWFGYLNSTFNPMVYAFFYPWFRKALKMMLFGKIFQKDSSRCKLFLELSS
#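 Test system: RD-HGA16 (CHO) cells co-expressing Gα16 and hTAAR1; dosing: one-point dosing at 3 µM (nominal); timing: 17-24 h seeding, 75 min 37 °C dye, 30 min RT; signal: kinetic Fluo-8 calcium fluorescence; read-out basis: % activation relative to PEA EC100 response; controls: DMSO and PEA EC100; replicates: n 1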
# * hit, by the source's call. This is a subset; rates above refer to the full screens.
item | molecule | TAAR1 ag
1 | COC(=O)C1=C(C)N(C)C(=NCc2cccc(C(F)(F)F)c2)NC1c1cccc(Cl)c1 (stereo not given) | 19.3
2 | C[C@H](O)[C@@H]1CN2CCc3ccc(-c4ccc5c(c4)OCO5)cc3[C@@H]2C[C@@H]1N(C)C(=O)NC1CCCCC1 | -1.0
3 | C=CCN1[C@@H](C)[C@H](c2ccccc2)Oc2cccc(NCC(C)C)c2S1(=O)=O | 1.5
4 | COc1ccc(C(c2c(O)nc[nH]c2=O)c2c(O)nc[nH]c2=O)cc1 | 0.2
5 | Nc1ccc2ccc(N)cc2c1 | 2.9
6 | COc1cc(OC)cc(C(=O)NCCSCc2ccco2)c1 | 6.0
7 | COC(=O)c1ccc(CSc2nnc(Nc3ccccc3OC)s2)o1 | 1.7
8 | Cc1ccc(Cc2c(-c3cccc(Br)c3)nc3ccc(C)cn23)cc1 | 1.3
9 | COc1ccc(C2CC(=O)C(c3ccc(C(N)=O)cc3)=CN2Cc2ccccc2)cc1 (stereo not given) | 1.1
10 | CC1=N/C(=C\c2ccc([N+](=O)[O-])cc2)C(=O)N1c1ccc(C)c(Cl)c1 | -1.3
11 | Cc1ccccc1C(=O)N[C@@H](Cc1cccnc1)C(=O)N1CCC[C@H]1C(=O)NC1CCCC1 | -0.2
12 | C[C@@H]1CN([C@@H](C)CO)C(=O)CCCn2cc(nn2)CO[C@H]1CN(C)C(=O)Nc1ccc(C(F)(F)F)cc1 | 3.7
13 | CCOC(=O)c1c(NC(=O)CSc2nc3cc(Cl)ccc3s2)sc(C(C)=O)c1C | -0.6
14 | COC(=O)c1sc(C(F)(F)F)c(-c2ccccc2)c1S(=O)(=O)N(C)C | 5.0
15 | CC(=NNc1cc(C)c2ccccc2n1)c1ccccn1 | 15.2
16 | O=C(NNc1nc(N2CCOCC2)nc(N2CCOCC2)n1)Nc1ccc(Cl)cc1 | 5.6
17 | CN1C(=O)[C@@]2(O[C@H]3C=CC=CN3C3=C2C(=O)CCC3)c2cccc(Br)c21 | 5.4
18 | O=S(=O)(CC(O)CS(=O)(=O)c1ccc(Cl)cc1)c1ccccc1 (stereo not given) | 1.6
19 | O=C1C=CCC(/C=C/c2ccccc2)O1 (stereo not given) | 0.9
20 | CCCCOCCCNC(=O)C[C@H]1C[C@@]2(C(=O)OC)C(=C[C@H](COCc3ccccc3)O[C@@H]2C)N(CCC2=CCCCC2)C1=O | -2.5

# In the list so far, 8 have nitrogen in an aromatic ring:
item | molecule | TAAR1 ag
4 | COc1ccc(C(c2c(O)nc[nH]c2=O)c2c(O)nc[nH]c2=O)cc1 | 0.2
7 | COC(=O)c1ccc(CSc2nnc(Nc3ccccc3OC)s2)o1 | 1.7
8 | Cc1ccc(Cc2c(-c3cccc(Br)c3)nc3ccc(C)cn23)cc1 | 1.3
11 | Cc1ccccc1C(=O)N[C@@H](Cc1cccnc1)C(=O)N1CCC[C@H]1C(=O)NC1CCCC1 | -0.2
12 | C[C@@H]1CN([C@@H](C)CO)C(=O)CCCn2cc(nn2)CO[C@H]1CN(C)C(=O)Nc1ccc(C(F)(F)F)cc1 | 3.7
13 | CCOC(=O)c1c(NC(=O)CSc2nc3cc(Cl)ccc3s2)sc(C(C)=O)c1C | -0.6
15 | CC(=NNc1cc(C)c2ccccc2n1)c1ccccn1 | 15.2
16 | O=C(NNc1nc(N2CCOCC2)nc(N2CCOCC2)n1)Nc1ccc(Cl)cc1 | 5.6

# Carrying on:
item | molecule | TAAR1 ag
21 | C=CCN1C(=O)c2[nH]nc(-c3ccccc3)c2C1c1ccc(C)cc1 (stereo not given) | 7.4
22 | Cc1[nH]c2ccccc2c1CC(=O)Nc1ccc(Nc2cccnc2)c(Br)c1 | 1.1
23 | CCCCN1CC(COCc2ccccc2)Oc2cccc(Oc3ccc(SC)c(C)c3)c2S1(=O)=O (stereo not given) | 0.7
24 | C[C@H](O)[C@@H]1C(=O)N2CCc3c([nH]c4c(-c5ccccc5)cccc34)[C@@H]2C[C@@H]1N(C)C(=O)NC1CCCCC1 | 1.7
25 | COc1cc(OC)c(C2CC(=O)N3CN(c4ccccc4C)CSC3=C2C#N)cc1OC (stereo not given) | 1.2
26 | CCCCOCC1CN(CCCC)S(=O)(=O)c2c(cccc2N(C)S(=O)(=O)c2ccc(C)cc2)O1 (stereo not given) | -0.5
27 | Nc1c(S(=O)(=O)c2cccs2)c2nc3ccccc3nc2n1CCc1ccccc1 | 9.4
28 | C[C@H](CO)N1C[C@H](C)[C@@H](CN(C)S(C)(=O)=O)OCc2cn(nn2)CCCC1=O | 0.2
29 | COCCN1Cc2cc(C(=O)OC)c3c(c2C1=O)c1cc(OC)ccc1n3C(=O)c1ccccc1 | 15.3
30 | CCN1C(=O)N[C@@H]2C[C@H](C(=O)N3CCCC3)[C@H](C)[C@H](c3ccccc3)C[C@@H]21 | 0.9
31 | O=C(O)CSc1c2c(nc3cc(C(=O)NCCN4CCOCC4)ccc13)CCC2 | 12.7
32 | N#CCCN1CCC(N)=NC1=NC#N | 3.7
33 | C[C@@H]1ON(C)[C@H]2C[C@H]3c4[nH]c5c(-c6ccc7c(c6)OCO7)cccc5c4CCN3C(=O)[C@@H]12 | 8.7
34 | COCc1cc(N2CCN(C(=O)OC(C)(C)C)C[C@H]2C)ccc1Br | -1.5
35 | Cc1[nH]nc2c1C(c1cccc(C(F)(F)F)c1)NC2=O (stereo not given) | 0.6
36 | COC(=O)c1cc(C)nc(Sc2ccccc2N)n1 | 4.1
37 | Cc1cc(=O)c2c(ccc3c(=O)cc(C)[nH]c32)[nH]1 | 2.6
38 | C[C@@H](C(=O)Nc1ccc2ccccc2c1)[C@H]1C[C@]1(C)[C@H](NS(=O)(=O)c1ccc(-c2ccccc2)cc1)c1ccccc1 | 1.9
39 | Cc1cc(Br)cn2c(Cc3ccccc3C(F)(F)F)c(-c3ccco3)nc12 | 1.1
40 | CCCCCCN(C(=O)CCCCCN1C(=O)NC(c2cccc([N+](=O)[O-])c2)C(C(=O)OCc2ccccc2)=C1C)C(C(=O)NCCCC)c1ccc(OCC(=O)OC)c(C(=O)OC)c1 (stereo not given) | 3.8

# Overlap with the part before: two entries, then new ones.
item | molecule | TAAR1 ag
39 | Cc1cc(Br)cn2c(Cc3ccccc3C(F)(F)F)c(-c3ccco3)nc12 | 1.1
40 | CCCCCCN(C(=O)CCCCCN1C(=O)NC(c2cccc([N+](=O)[O-])c2)C(C(=O)OCc2ccccc2)=C1C)C(C(=O)NCCCC)c1ccc(OCC(=O)OC)c(C(=O)OC)c1 (stereo not given) | 3.8
41 | CCn1c(SCC(=O)Nc2cc(NC(C)=O)ccc2OC)nnc1-c1ccncc1 | 0.6
42 | COC(=O)[C@]12C[C@H](CC(=O)N3CCN(C(=O)c4ccco4)CC3)C(=O)N(Cc3ccc4c(c3)OCO4)C1=C[C@H](C(C)(C)C)O[C@@H]2C | 1.9
43 | COC(=O)[C@]12C[C@H](CC(=O)NCc3cccs3)C(=O)N(CCc3ccc(OC)c(OC)c3)C1=C[C@H](C(C)(C)C)O[C@@H]2C | 0.4
44 | Nc1nnc(SCC(=O)c2ccc3ccccc3c2)s1 | 3.7
45 | N#Cc1[nH]nc2nc[nH]c(=O)c12 | 0.8
46 | Cc1ccc2[nH]c3c(=O)n(CCC4=CCCCC4)cnc3c2c1 | 0.1
47 | C[C@@H]1CCCCO[C@@H](CN(C)C(=O)Nc2ccc(F)cc2)[C@@H](C)CN([C@H](C)CO)C(=O)c2cc(NC(=O)Nc3ccc4c(c3)OCO4)ccc2O1 | 0.6
48 | COc1cccc(C(=O)N[C@@H](Cc2cccnc2)C(=O)N2CCC[C@H]2C(=O)NCc2ccccc2)c1 | 0.1
49 | CC(C)NC(=O)OC[C@@H]1CSCCS(=O)(=O)N1 | 1.5
50 | COC(=O)C1=C(C)N(C)C(=NCc2ccccc2C(F)(F)F)NC1c1ccc(C(F)(F)F)cc1 (stereo not given) | 18.5
51 | CCc1cc2c(nc1CC)CCCN2S(=O)(=O)c1ccc(C)cc1 | 4.8
52 | COc1cc2c(c(OC)c1OC)[C@@]1(c3ccccc3)CCCCC[C@H]1[C@@H]2NC(=O)C(F)(F)F | -1.3
53 | O=C1Nc2cnc(Cl)nc2Nc2ccc(Cl)cc21 | 1.1
54 | COc1cccc(CNC(=O)[C@H]2CCCN2C(=O)[C@H]2CCCN2C(=O)N2CCOCC2)c1 | 0.6
55 | Cn1c(/N=C/c2cc(Cl)ccc2O)nc2ccccc21 | 1.1
56 | CCOc1ccc(CN2CCN(Cc3nc(C(C)C)cs3)CC2CCO)cc1 (stereo not given) | 1.9
57 | COC(=O)C1=C(C)N(C)C(=NCC2CC2)NC1c1cccc(C(F)(F)F)c1 (stereo not given) | 3.4
58 | C[C@]12Cc3ccccc3C1CC1=N[C@@H](C3CCCCC3)O[C@@]13C[C@@H]2C(=O)N3C1CCN(Cc2ccccc2)CC1 (stereo not given in full) | -2.4
59 | COC(=O)C1=C(C)N(C)C(=NCc2ccc3c(c2)OCO3)NC1c1ccccc1 (stereo not given) | 1.2
60 | Cc1ccc(C(=O)c2c3ccc([N+](=O)[O-])cc3[n+]([O-])n2CCC(N)=O)cc1 | 1.3
61 | O=C1CC(O)C(Cc2ccccc2)N1 (stereo not given) | 2.2
62 | C[C@@H]1CN([C@@H](C)CO)C(=O)CCCn2cc(nn2)CO[C@H]1CN(C)C(=O)Nc1ccnc(N2CCOCC2)c1 | 2.6

# Individual results from the list:
# COC(=O)C1=C(C)N(C)C(=NCc2cccc(C(F)(F)F)c2)NC1c1cccc(Cl)c1 (stereo not given) | TAAR1 ag: 19.3
# O=C(O)CSc1c2c(nc3cc(C(=O)NCCN4CCOCC4)ccc13)CCC2 | TAAR1 ag: 12.7
# CC(C)NC(=O)OC[C@@H]1CSCCS(=O)(=O)N1 | TAAR1 ag: 1.5
# CCCCOCCCNC(=O)C[C@H]1C[C@@]2(C(=O)OC)C(=C[C@H](COCc3ccccc3)O[C@@H]2C)N(CCC2=CCCCC2)C1=O | TAAR1 ag: -2.5
# Nc1nnc(SCC(=O)c2ccc3ccccc3c2)s1 | TAAR1 ag: 3.7
# C=CCN1C(=O)c2[nH]nc(-c3ccccc3)c2C1c1ccc(C)cc1 (stereo not given) | TAAR1 ag: 7.4
